NPSR antag = antagonists of human neuropeptide S receptor cAMP signaling; 220,000 compounds, 1% hits; Potency, µM (top dose mostly 38.3 µM), inactives show at the top dose activity change, negative = inhibition, actives largely listed as inhibitors; CHO-NPSR cells, cAMP TR-FRET, antagonist mode; Q6W5P4; further: potency means the concentration at half of the fitted maximal effect; on the % scale 0 is the no-effect control and ±100 the full control effect; nearly all actives have a fitted effect of over 50% in size; many of its hits are not listed in these tables
Target sequence (Q6W5P4 whole entry, looked up): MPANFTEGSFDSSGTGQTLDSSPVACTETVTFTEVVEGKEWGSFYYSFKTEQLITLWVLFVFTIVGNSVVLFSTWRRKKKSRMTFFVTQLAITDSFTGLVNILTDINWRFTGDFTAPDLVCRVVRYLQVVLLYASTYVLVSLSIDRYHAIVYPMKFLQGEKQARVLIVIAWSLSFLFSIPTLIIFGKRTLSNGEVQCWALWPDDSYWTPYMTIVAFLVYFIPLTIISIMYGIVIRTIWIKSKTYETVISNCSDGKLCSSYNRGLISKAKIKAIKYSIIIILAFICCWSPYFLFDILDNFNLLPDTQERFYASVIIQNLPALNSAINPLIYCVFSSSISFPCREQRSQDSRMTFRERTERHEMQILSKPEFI
IMPase Li cell = membrane-permeable IMPase blocker, potentiated with lithium | CHO-M1 cells, IP1 TR-FRET (IP-One), carbachol + lithium | Potency, µM (highest dose often 59.4 µM), inactives show at the highest dose activity, negative = IMPase inhibition, actives largely listed as inhibitors | 210,000 compounds, 0.35% hits;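 further: IP1 builds up when IMPase is blocked and the TR-FRET signal falls; potency means the concentration at half of the fitted maximal effect; plate controls were basal vehicle for no effect and high inhibitor control for full effect; nearly all actives have a fitted effect of over 50% in size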
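CHO cells stably expressing M1 receptor (2000/well, cultured 16–30 h) treated 30 min at 37C with compound plus low lithium. Cytosolic IP1 by TR-FRET (665/620 ratio and 620 channel) after 10 min lysis; AC50 by Hill fit.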
KinaseGlo FLuc = counter-screen: inhibitors of Kinase-Glo firefly luciferase; AID 1379; 200,000 compounds, 0.28% hits; Q27757; Potency, µM (doses to about 38.3 µM), inactives show at the highest dose activity change, negative = inhibition, usual class: inhibitors; Kinase-Glo luciferase, ATP luminescence, 8 min; further: potency means the concentration at half of the fitted maximal effect; on the % scale 0 is the no-effect control and ±100 the full control effect; nearly all actives have a fitted effect of over 60% in size
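Light output from Kinase-Glo luciferase with luciferin and 10 uM ATP in 50 mM imidazole pH 7.2, KCl, MgCl2, Tween 20, BSA; compound pin-delivered, 8-min ambient incubation, then luminescence read.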
HTT aggregate = reduces HttQ103-GFP aggregates in PC12 cells; PC12 HttQ103-GFP aggregates, Acumen cytometry, 40 h; Potency, µM (doses to about 46.1 µM), inactives show at the top dose activity change, negative = inhibition, most hits filed as inhibitors; 220,000 compounds, 1.1% hits; AID 1688; further: potency means the concentration at half of the fitted maximal effect; on the % scale 0 is the no-effect control and ±100 the full control effect; nearly all actives have a fitted effect of over 60% in size
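Aggregates are detected as GFP objects 1–25 µm with signal 6 STDEV over background in lysates of induced PC12 cells. These carry Huntingtin exon 1 with 103 glutamines fused to GFP under an ecdysone promoter; compounds titrated.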
CBFb RUNX1 block = inhibitors of human CBF-beta and RUNX1 interaction. Potency, µM (top dose mostly 59.8 µM), for the others: at the highest dose activity, negative = inhibition, actives largely listed as inhibitors. AID 1477. 230,000 tested, under 10 active. Q01196+Q13951. AlphaScreen CBFb-His/RUNX1-biotin binding, biochemical; further: % of control where 0% means no effect
Target sequence (Q01196 whole entry, looked up): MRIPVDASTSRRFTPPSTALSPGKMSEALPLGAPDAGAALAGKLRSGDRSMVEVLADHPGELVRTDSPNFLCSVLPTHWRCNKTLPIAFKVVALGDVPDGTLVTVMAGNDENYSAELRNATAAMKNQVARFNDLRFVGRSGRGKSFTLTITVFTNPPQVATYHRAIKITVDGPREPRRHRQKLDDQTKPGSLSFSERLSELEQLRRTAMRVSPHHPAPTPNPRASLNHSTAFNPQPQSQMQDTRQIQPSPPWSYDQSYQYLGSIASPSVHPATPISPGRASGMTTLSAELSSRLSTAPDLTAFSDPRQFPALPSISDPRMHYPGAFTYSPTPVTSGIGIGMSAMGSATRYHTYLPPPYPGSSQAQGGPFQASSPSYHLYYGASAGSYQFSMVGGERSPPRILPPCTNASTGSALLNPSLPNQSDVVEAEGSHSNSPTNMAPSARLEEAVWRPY
Target sequence (Q13951 whole entry, looked up): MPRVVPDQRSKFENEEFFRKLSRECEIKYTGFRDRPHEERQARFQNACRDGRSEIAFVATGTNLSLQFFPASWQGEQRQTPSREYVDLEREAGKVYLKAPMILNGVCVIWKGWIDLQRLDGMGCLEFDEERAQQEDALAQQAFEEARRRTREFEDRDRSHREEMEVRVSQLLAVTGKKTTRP
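Interaction loss through any mechanism counts as activity. Pre-formed complex of His-CBF-beta and biotin-RUNX1 (30 nM apiece) is incubated with compound 15 min, then with 50 ng nickel and 50 ng streptavidin beads for 90 min before AlphaScreen detection.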
LMNA splice mod = changes lamin A minigene splicing in HeLa cells; HeLa LMNA splicing GFP/RFP minigene ratio, 48 h; Potency, µM (series often up to 46.1 µM), inactives show top-dose ratio change, negative = inhibition, most hits filed as inhibitors; 200,000 compounds, 0.01% hits; AID 1487; active means well fitted inhibition curve with a large enough effect in the signal ratio, with a control signal flat, not every such curve was filed as active; inconclusive means small, poorly fitted or top-dose-only effect, or effect the other way, or a change in a side signal; the % refers to the signal ratio; further: potency means the concentration at half of the fitted maximal effect; on the % scale 0 is the no-effect control and ±100 the full control effect
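Read-out is the ratio of GFP to DsRed2 object intensity, acquired by 488 nm laser-scanning cytometry on HeLa lamin A-EGFP minigene reporter cells. Compound incubation 48 hrs at 37 °C in Opti-MEM with 2% FBS; DMSO 0.5% final.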
Epigenetic reg = regulators of epigenetic silencing causing reporter derepression in mouse cells. murine LDR cells, GFP reporter derepression, 30 h. 280,000 compounds, 0.2% hits. Potency, µM (highest dose often 53.9 µM), inactives show at the top dose GFP activation, actives largely listed as activators; further: potency means the concentration at half of the fitted maximal effect; % of control where 0% means no effect; nearly all actives have a fitted effect of over 60% in size
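GFP-positive cell count by laser-scanning cytometry (objects 20–120 um) after 30 h, 37 C compound exposure of murine LDR cells; reporter is CMV-GFP integrated at a silenced locus, inducible by HDAC or DNMT inhibitors.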
Active calls of the source: *; ? = inconclusive; / = no result given; [ ] = dose if it differs, or a comment. Unless noted, the call rests on the fitted dose curve; in most records, active means well fitted curve in the direction sought with a large enough effect; inconclusive means small, poorly fitted or top-dose-only effect, or another doubt; inactive means no such curve, though single readings can be large; an effect the other way counts as inactive or inconclusive. A portion of the library. The share of hits here may be higher or lower than overall.

SMILES,HTT aggregate,Epigenetic reg,NPSR antag,LMNA splice mod,IMPase Li cell,CBFb RUNX1 block,KinaseGlo FLuc
COc1cc(CNCc2ccccn2)ccc1OCc1ccc(Cl)cc1Cl,3%,-2.5%,-1%[46.1 µM],-17%,20%[38.3 µM],?,-6%
CCOC(=O)C(Cc1ccccc1)NC(=O)CNC(=O)CNC(=O)OCc1ccccc1 (configuration not stated),-11%,-1.1%,18%,-15%,-1%,3%,-2%
O=C(Cc1ccc(Br)cc1)Nc1ccccc1Sc1ccccc1,-21%,-0.8%,?,3%,42%[activator][38.3 µM],?,-2%
Cn1cc(C(=O)N/N=C/C=C/c2ccccc2)ccc1=O,?,1.1%,-19%,-7%,-2%,2%,-2%
Cc1ccc(C)n1CCN1CCN(CC(=O)Nc2cc(C(F)(F)F)ccc2Cl)CC1,-8%,1.2%,-12%[46.1 µM],?,2%[38.3 µM],2%,-1%
CC(C)COC(=O)C1C2C=CC3(CN(C4CCCC4)C(=O)C13)O2 (configuration not stated),-8%,0.0%,-2%[46.1 µM],-16%,10%[38.3 µM],6%,0%
COc1cc(NS(=O)(=O)c2ccc(NC(=O)COc3ccc(C)cc3C)cc2)nc(OC)n1,-11%,-0.9%,?,12%,/,-6%,/
COc1ccc(OCCn2c(=O)sc3ccccc32)cc1,/,2.1%,-13%,?,12%,9%,0%
Cc1ccc(-c2nn3nnnc3c3ccccc23)cc1,-4%,-1.5%,-8%[46.1 µM],-4%,-11%[38.3 µM],5%,-7%
CCN(CC)CCOC(=O)C1c2ccccc2Oc2ccccc21,5%,1.4%,2%[46.1 µM],3%,23%[38.3 µM],2%,-3%
O=C(CSc1nccn1-c1ccc(F)cc1)Nc1ccc2c(c1)OCO2,10%,-2.2%,-18%[46.1 µM],-2%,-4%[38.3 µM],1%,-6%
COC(=O)c1ccccc1NC(=O)NCc1ccncc1,/,-2.2%,8%,/,3%,3%,2%
Cn1cnnc1SCC(=O)Nc1cc(C(F)(F)F)ccc1N1CCOCC1,3%,6.5%,17%,/,-2%,4%,-1%
O=C(CCn1c(=O)[nH]c2ccccc2c1=O)Nc1ccccc1,31%,-1.1%,4%[46.1 µM],3%,1%[38.3 µM],1%,0%
O=C(COc1ccc2ccccc2c1)NCCn1ccc2ccccc21,-3%,-0.8%,-6%[46.1 µM],?,29%[38.3 µM],-3%,-1%
C/C(=C\c1ccccc1)C(=O)NC1CCSC1=O (configuration not stated),-14%,0.9%,9%[46.1 µM],1%,-5%[38.3 µM],-2%,-2%
O=C(C1CC1)N1CCc2cc(S(=O)(=O)N(CCO)Cc3ccccc3)ccc21,?,-2.0%,-4%[46.1 µM],?,2%,7%,-1%
CC(C)[C@H]1CC[C@@H](C)C[C@H]1O,/,-2.5%,/,/,8%,9%[21.7 µM],0%
CCOC(=O)N1CCN(CC(O)COCc2cc(OC)c(OC)c(OC)c2)CC1 (configuration not stated),27%,0.0%,18%,1%,-5%,3%,3%
CC1CCCC(C)N1CCNC(=O)C1CCN(S(=O)(=O)N2CCCCC2)CC1 (configuration not stated),-2%,0.0%,-2%[46.1 µM],11%,30%[activator][38.3 µM],3%,-4%
NS(=O)(=O)c1ccc(NN=C2CCN(Cc3ccccc3)CC2)c([N+](=O)[O-])c1,22%,0.1%,-20%,/,22%,4%,1%
CC(C)N1C(=S)SC(C)(C)C1n1oc(=O)n(-c2ccc(Cl)c(Cl)c2)c1=O (configuration not stated),-17%,2.4%,-11%[46.1 µM],-10%,4%,0%,-2%
Cc1ccc(NC(=S)Nc2cccc3cnccc23)c(C)c1,-20%,1.3%,4%,?,7%,-1%,-1%
CC1=C(C(=O)OCCNC(=O)c2cccnc2)C(c2cccc([N+](=O)[O-])c2)C(C(=O)OCCN(C)C)=C(C)N1 (configuration not stated),-6%,0.1%,8%,1%,-2%,-2%,-4%
CCOc1ccc(OCC)c(S(=O)(=O)N2CCOCC2)c1,-4%[9.22 µM],-1.2%,-1%,9%[46 µM],8%,5%,0%

Other records
SMILES,HTT aggregate,Epigenetic reg,NPSR antag,LMNA splice mod,IMPase Li cell,CBFb RUNX1 block,KinaseGlo FLuc
O=[N+]([O-])c1cccc(C2=N[C@@H](Cc3ccccc3)CO2)c1,/,-3.3%,/,/,-6%,-11%[89.1 µM],0%[39.9 µM]
FC(F)(F)c1cnc(-c2cnc(-c3ccccn3)nc2)c(Cl)c1,16%,-0.4%,-4%,6%[46 µM],7%,-8%,-19%
CCOc1ccccc1N(C)C(=O)c1nn(-c2ccc(OC)cc2OC)c(=O)c2ccccc12,21%,-1.3%,?,/,-5%,1%,3%
Cc1ccc(Sc2ccc(/C=N/O)cc2[N+](=O)[O-])cc1,?,-1.5%,?,?,-5%[38.3 µM],-24%,-3%
CNC(=O)NC(=O)C(C)OC(=O)c1oc2ccccc2c1CSc1ccc(Cl)cc1 (configuration not stated),15%,4.5%,-11%,-5%,22%,-7%,1%
Cc1onc(-c2c(F)cccc2Cl)c1C(=O)OCC(=O)NC(=O)NCC(C)C,7%,1.1%,-22%,-7%[9.22 µM],7%,10%,0%
O=C(O)[C@@H]1CCCN1C(=O)c1ccco1,10%,-2.0%,18%,-9%,-10%,22%,-1%
Cc1ccc(CN2CCN(/N=C\C=C\c3ccccc3)CC2)cc1,3%,-1.1%,-14%,?,12%,?,4%
COC(=O)c1cccnc1N1CCN(c2ccccc2F)CC1,-21%,-4.3%,-15%[46.1 µM],-3%,37%[38.3 µM],8%,2%
Cn1c(CNC(=O)Cc2ccc3c(c2)OCO3)nnc1SCc1ccccc1,-12%,1.8%,8%[46.1 µM],-5%,/,3%,/
COc1ccc(/C=C/C(=O)N[C@@H](C)C(=O)O)cc1,-2%,-1.8%,12%,8%,5%,-2%,1%
O=C(N/N=C/c1c(O)ccc2ccccc12)c1cccc(C(F)(F)F)c1,4µM*,-1.0%,-10%,?,3%,-8%,4%
O=C(O)CCS(=O)(=O)c1cc(Br)cc2c1N(C(=O)C1CC1)CC2,-5%,6.0%,9%,0%[46 µM],-7%,-5%,-1%
COc1ccccc1C(=O)Nc1ccc(S(=O)(=O)N2CCc3ccccc32)cc1,-14%,-5.6%,-19%[46.1 µM],-1%,17%[38.3 µM],1%,1%
COc1ccccc1C1CC(c2ccc(Br)cc2)=NN1C(=O)c1cccnc1 (configuration not stated),0%,1.0%,?,?,3%,-4%,1%
CCOc1nc2cccc(C(=O)OC(C)OC(=O)OC3CCCCC3)c2n1Cc1ccc(-c2ccccc2-c2nn[nH]n2)cc1 (configuration not stated),/,-0.5%,/,/,17%,-13%,0%
CC(=O)c1cc(CN2CCN(C3CCCCC3)C(CCO)C2)cs1 (configuration not stated),0%[9.22 µM],3.1%,-15%,16%[46 µM],26%,5%,-2%
O=C(Nc1ccc(N2CCOCC2)c(Cl)c1)c1ccc(Br)o1,?,-0.8%,-20%[46.1 µM],?,33%[activator][38.3 µM],-1%,-23%
C=CCSc1nc(C)cc(/C=C\c2ccccc2)c1C#N,-6%,3.8%,-9%[46.1 µM],-6%,-3%[38.3 µM],-7%,0%
COc1ccc(COC(=O)N/C=C/c2ccco2)cc1,?,1.1%,1%,/,8%,-7%,-4%
CCCc1cc(C(=O)Nc2cc(OC)c(Cl)cc2OC)no1,7%,1.0%,-19%[46.1 µM],2%,22%[38.3 µM],4%,-4%
CC1(C(=O)N2CC3(CC(c4cccc(NC(=O)COc5ccc(Cl)cc5)c4)=NO3)C[C@@H]2C(N)=O)CC1 (some centres not stated),-7%[9.22 µM],-1.6%,12%,/,/,15%,/
Cc1ncc(CN=Cc2ccc(Cl)cc2)c(N)n1,-17%[9.22 µM],0.0%,8%,/,-2%,8%,-3%[7.66 µM]
Cc1ccc2nc(-c3cccc(Br)c3)cc(C(=O)Nn3cnnc3)c2c1,13%,1.1%,-10%,/,0%,-2%,-2%
CC1CN(C(=O)COC(=O)c2cc([N+](=O)[O-])ccc2Cl)CC(C)O1 (configuration not stated),-26%,-7.0%,5%,/,3%,14%,1%

Additional compounds
SMILES,HTT aggregate,Epigenetic reg,NPSR antag,LMNA splice mod,IMPase Li cell,CBFb RUNX1 block,KinaseGlo FLuc
O=C(NCc1ccco1)C1CCN(C(=O)Cc2ccccc2)CC1,-11%,0.0%,-4%[46.1 µM],5%,17%[38.3 µM],6%,2%
N#Cc1ccccc1NC(=O)COC(=O)COc1ccccc1[N+](=O)[O-],-7%,-1.6%,6%,9%[46 µM],8%,6%,-1%
Cc1ccc(-n2nc(C)c3c(=O)[nH]c(C(F)(F)F)nc32)cc1,-15%,1.1%,-7%,?,0%,5%,3%
CCOC(=O)c1c(NC(=O)CN2C(=O)NC3(CCC(C)CC3)C2=O)sc(C)c1-c1ccc(C)cc1 (configuration not stated),?,0.0%,-15%,9%,8%,-1%,-2%
COc1ccccc1OCC(=O)NN=C(Cc1ccccc1)Cc1ccccc1,12%,0.0%,-29%,?,-3%,-5%,-13%
CC1Cc2ccccc2N1C(=O)CO/N=C/c1ccc(OC(F)F)cc1 (configuration not stated),6%,1.8%,-15%,?,13%,12%,1%
CCOc1ccc(S(=O)(=O)N(C)c2ccc(OCC(=O)NC3=NCCS3)cc2)cc1,0%,2.6%,-7%,/,1%,-8%,1%
Cc1cc(-c2nc3ncccc3o2)ccc1NC(=S)NC(=O)C(C)C,21%,2.6%,-36%,4%[46 µM],-7%,-5%,1%
Cc1cc(=O)[nH]c(SCC(=O)Nc2ccc(F)cc2)c1C#N,?,-0.2%,-3%,-11%[46 µM],-9%,6%,-1%

Arranged by formula weight (descending): part of the list above.
SMILES,HTT aggregate,Epigenetic reg,NPSR antag,LMNA splice mod,IMPase Li cell,CBFb RUNX1 block,KinaseGlo FLuc
COc1ccccc1OCC(=O)NN=C(Cc1ccccc1)Cc1ccccc1,12%,0.0%,-29%,?,-3%,-5%,-13%
Cc1cc(-c2nc3ncccc3o2)ccc1NC(=S)NC(=O)C(C)C,21%,2.6%,-36%,4%[46 µM],-7%,-5%,1%
Cc1cc(=O)[nH]c(SCC(=O)Nc2ccc(F)cc2)c1C#N,?,-0.2%,-3%,-11%[46 µM],-9%,6%,-1%

Screens: PubChem BioAssay, National Center for Advancing Translational Sciences (NCATS)
